A350 fluor: A350 region autofluorescence; Compound autofluorescence, 340/450 nm, Alexa 350 dye-equivalents; stronger effect = higher value; max dye-equivalent concentration, M; hit rate 11% among 59,000; AID 590; in the data active means max dye-equivalent concentration above about 10 nM; inconclusive means mostly about 1.1 nM to 9.6 nM
CRE Fsk mod: CRE-bla signaling modulation under forskolin stimulation; CHO CRE-bla reporter (cAMP response element driving beta-lactamase), forskolin EC10, beta-lactamase ratio; Potency, µM (top dose mostly 38.2 µM), inactives show top-dose activity change, negative = inhibition, hits mostly activators; hit rate 2.5% among 71,000; active means well fitted activation curve with a large enough effect in the signal ratio, with a control signal flat, not every such curve was filed as active; inconclusive means small, poorly fitted or top-dose-only effect, or effect the other way, or a change in a side signal; the % refers to the signal ratio; further: potency means the concentration at half of the fitted maximal effect; % of control where 0% means no effect
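Modulation of forskolin signalling: compounds in titration series added with EC10 NKH 477 to CHO cells carrying a CRE-driven beta-lactamase reporter, 3 h, 37C. CCF4 FRET ratio (460/530 nm, ex 405 nm) gives %activity and AC50.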
Fluorescein fluor: fluorescein region autofluorescence. Compound autofluorescence, 480/540 nm, fluorescein-equivalent; stronger effect = higher value. max fluorescein-equivalent concentration, M. hit rate 0.91% among 59,000. AID 593; in the data active means max fluorescein-equivalent concentration above about 10 nM; inconclusive means between about 1.1 nM and that limit
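Normalized response (dye-equivalent concentration) derives from comparing each well's 540 nm emission, under 480 nm excitation, with plate-resident fluorescein standards. Compounds were held in 100 mM Tris, pH 8.0, for 15 min at room temperature.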
Hsp90 Hop PPI: changes Hsp90-Hop TPR2A binding signal, up or down; AID 595; Potency, µM (titrated, usually from 57 µM), without a hit: at the top dose activity change, negative = inhibition; AlphaScreen TPR2A-His6 binding biotin-Hsp90 C-terminal peptide; hit rate 0.44% among 71,000; active means well fitted curve in either direction with a large enough effect; inconclusive means small, poorly fitted or top-dose-only effect, or another doubt; further: potency means the concentration at half of the fitted maximal effect; on the % scale 0 is the no-effect control and ±100 the full control effect; many of its hits are not listed in these tables
ERK AVP inh: inhibitors of vasopressin-stimulated ERK signaling pathway; HEK293-V1b, vasopressin-stimulated pERK AlphaScreen; AID 995; Potency, µM (doses to about 57.5 µM), for inactives: at the highest dose activity, negative = inhibition, actives largely listed as inhibitors; hit rate 0.99% among 72,000; further: potency means the concentration at half of the fitted maximal effect; on the % scale 0 is the no-effect control and ±100 the full control effect; nearly all actives have a fitted effect of over 55% in size
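HEK293 cells stably expressing V1b receptor, seeded overnight in 1% FBS, were treated with compounds for 30 min at 37C, then stimulated 5 min with 25 nM vasopressin; phospho-ERK read by AlphaScreen SureFire after lysis.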
UbGFP stabilizer: inhibits proteasome, raising ubiquitin-GFP reporter fluorescence | AID 526 | Ubiquitin-GFP reporter cells, proteasome inhibition, GFP fluorescence; response scale: untreated = 0%, 10 µM MG-132 = 100% | Potency, µM (top dose mostly 45.9 µM), for the others: top-dose activation (GFP accumulation), hits mostly activators | 67,000 tested, under 10 active; active means well fitted activation curve with a large enough effect, not every such curve was filed as active; inconclusive means small, poorly fitted or top-dose-only effect, or another doubt; inactive means no such curve, though single readings can be large or run the other way; further: potency means the concentration at half of the fitted maximal effect
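GFP accumulation read-out: laser plate cytometry counting ubiquitin(G76V)-GFP-expressing U2OS cells after 4 hr compound exposure at 37 °C. Titrations spanned 46 uM to 2.9 nM; 0% = basal, 100% = 10 uM MG-132; concentration-response curves fitted.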
4-MU autofl: 4-MU region autofluorescence; compound autofluorescence, 340/450 nm, 4-MU equivalents; stronger effect = higher value; max dye-equivalent concentration, M; hit rate 11% among 59,000; AID 589; in the data active means max dye-equivalent concentration above about 10 nM; inconclusive means mostly about 1.1 nM to 9.6 nM
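Compounds in 100 mM Tris, pH 8.0, incubated 15 min at room temperature, then fluorescence read at 340 nm excitation/450 nm emission. Signal converted to 4-MU dye-equivalent concentration using an on-plate six-point 4-MU standard curve.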
GFP derepression: epigenetic GFP locus derepression in mouse cells | mouse C127i GFP locus derepression, cytometry, 30 h | Potency, µM (top dose mostly 46.1 µM), inactives show at the highest dose GFP derepression (activation) | hit rate 0.09% among 68,000 | AID 597; further: % of control where 0% means no effect
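Derepression screen: silenced CMV-GFP reporter in murine C127i cells, 30 h compound incubation at 37 C, washed cells imaged by laser-scanning cytometer to enumerate GFP-expressing objects of 20 to 120 um.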
TexasRed autofl: compound fluoresces in the Texas Red spectral region; Compound fluorescence, Texas Red channel, 547/618 nm; stronger effect = higher value; max dye-equivalent concentration, M; hit rate 0.06% among 59,000; AID 587; in the data active means max dye-equivalent concentration above about 10 nM; inconclusive means between about 1.1 nM and that limit
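Dye-equivalent concentrations come from scaling compound signal (ex 547, em 618 nm) to six Texas Red standard concentrations run on every plate, after 15 min room-temperature incubation in pH 8.0 Tris (100 mM).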
HBB splice mod: modulators of hemoglobin beta chain splicing | HBB splicing reporter cell assay, activation; EGFP reporter with mutant IVS2-654 intron; response scale: normalised to 500 nM splice-correcting PNA | Potency, µM (top dose mostly 46.1 µM), without a hit: top-dose activation, actives largely listed as activators | hit rate 0.06% among 65,000 | AID 925; further: potency means the concentration at half of the fitted maximal effect; 0% is about no effect
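Compounds were applied for 2 days to HeLa EGFP-654 cells, 500/well in Optimem with 2% FCS. The reporter's EGFP is disrupted by mis-splicing of beta-globin intron IVS2-654. Readout: summed well GFP fluorescence from 488 nm laser scanning; reference was 500 nM antisense […] 654 PNA.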
FLuc inh: firefly luciferase inhibition; Potency, µM (highest dose often 57.1 µM), inactives show top-dose activity change, negative = inhibition, hits mostly inhibitors; hit rate 2.2% among 72,000; P08659; purified firefly luciferase, luminescence, 8 min; further: potency means the concentration at half of the fitted maximal effect; on the % scale 0 is the no-effect control and ±100 the full control effect; nearly all actives have a fitted effect of over 40% in size
Target sequence (P08659 whole entry, looked up): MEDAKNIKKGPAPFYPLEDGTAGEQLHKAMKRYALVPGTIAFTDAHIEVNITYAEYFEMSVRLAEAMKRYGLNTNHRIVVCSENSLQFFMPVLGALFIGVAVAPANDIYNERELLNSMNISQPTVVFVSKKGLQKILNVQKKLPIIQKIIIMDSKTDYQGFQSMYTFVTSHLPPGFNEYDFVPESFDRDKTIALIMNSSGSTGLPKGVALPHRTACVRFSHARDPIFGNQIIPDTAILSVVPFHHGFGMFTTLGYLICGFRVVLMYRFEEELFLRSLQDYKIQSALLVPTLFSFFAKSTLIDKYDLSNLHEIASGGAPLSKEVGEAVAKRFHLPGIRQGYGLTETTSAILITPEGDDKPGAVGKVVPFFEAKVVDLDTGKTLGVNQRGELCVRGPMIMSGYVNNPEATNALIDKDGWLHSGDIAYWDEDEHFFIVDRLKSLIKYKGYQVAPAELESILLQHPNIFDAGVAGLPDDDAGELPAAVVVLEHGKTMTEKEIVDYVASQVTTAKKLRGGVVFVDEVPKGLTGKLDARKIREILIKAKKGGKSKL
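Firefly luciferase (PKLight detection mix) with 10 uM ATP in pH 7.2 imidazole buffer (KCl, MgCl2, Tween 20, BSA). Compounds tested across a concentration series (qHTS). Luminescence read after 8 min at ambient temperature.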
An asterisk follows results filed as active; i = inactive; ? = inconclusive; nt = not tested or not shown; [ ] = dose if it differs, or a comment. Unless noted, the call rests on the fitted dose curve; in most records, active means well fitted curve in the direction sought with a large enough effect; inconclusive means small, poorly fitted or top-dose-only effect, or another doubt; inactive means no such curve, though single readings can be large; an effect the other way counts as inactive or inconclusive. Only part of the results is shown, so the mix of outcomes need not match the whole.

SMILES | A350 fluor | CRE Fsk mod | Fluorescein fluor | Hsp90 Hop PPI | ERK AVP inh | UbGFP stabilizer | 4-MU autofl | GFP derepression | TexasRed autofl | HBB splice mod | FLuc inh
Cn1cc(-c2nc3cncnc3n(Cc3ccc(F)cc3)c2=O)c2ccccc21 | i | ? | i | ? | 10% | 3% | i | 0%[9.22 µM] | i | ? | 0%[11.4 µM]
CCN(CC)S(=O)(=O)c1ccc(NC(=O)c2cccc3c2C(=O)N(CCOC)C3)cc1 | 1.2e-07M* | ? | ? | -1% | 16% | 7% | 1.1e-07M* | 3% | i | 0.7% | 2%
COc1ccc(-n2c(C)cc(C(=O)Cn3nnc4ccccc4c3=O)c2C)cc1 | i | 1% | i | -12% | 11% | 0% | i | 0% | ? | -0.1%[57.5 µM] | -27%
COc1ccc(NC(=O)N2CC3(CCN(C(=O)c4cccc(F)c4)CC3)C2)cc1 | i | 3% | i | -2% | 9% | 2% | i | 0%[9.22 µM] | i | 0.9% | 1%[11.4 µM]
Cc1cc(C(=O)Cn2cncn2)c(C)n1CCc1ccc(F)cc1 | i | -10% | ? | -9% | 23% | -1% | i | 2% | i | -0.3%[57.5 µM] | 2%
Cc1ccc(-c2ccc(CCC(=O)O)n2NC(=O)c2ccco2)cc1 | 1.5e-08M* | -10% | i | -3% | -24% | -4% | 1.2e-08M* | -3% | ? | -0.3% | 0%
COc1ccc(CCNC(=O)CN2CCC(C(N)=O)CC2)cc1 | i | -4% | i | -1% | 14% | 5% | i | 6% | i | -1.6% | 0%
CCCCNC(=O)CCCCCn1c(=O)[nH]c2cc(OC)c(OC)cc2c1=O | i | 2% | i | -3% | 21% | -3% | i | 6% | i | 0.1% | 2%
CC(C)C(=O)Nc1ccc(NC(=O)c2cccc(F)c2)cn1 | 3.7e-08M* | 2% | i | -3% | 25% | 0% | 4.3e-08M* | -1% | i | nt | -6%
COCC(=O)Nc1cc(OC)c(Cl)cc1OC | ? | 2% | ? | -6% | -18% | -1% | i | 5% | i | 2.9% | 4%
CCOCCc1c(O)nc(SCC(=O)NCc2ccco2)[nH]c1=O | ? | ? | i | 0% | -3% | -5% | ? | 0% | i | 0.5% | 2%
CCOC(=O)N1CCC(N2C(=O)c3ccccc3C2=O)CC1 | nt | 0% | nt | -1% | 0% | ? | nt | -3% | nt | 0.0% | 3%
Cc1ccc(C(=O)Nc2ccccc2NC(=O)c2ccc(C)o2)o1 | nt | 2% | nt | -3% | 17% | -8% | nt | 2% | nt | -0.2%[9.22 µM] | 1%
COc1cccc(CN2C(=O)CN(C3CCCCC3)C(=O)C2c2ccc(F)cc2)c1 (stereo unspecified) | i | 1% | i | 3% | 1% | 10% | i | 3% | ? | -0.6% | 0%
CCC(C)NS(=O)(=O)c1ccc(OCC(=O)NCc2cccnc2)cc1 (stereo unspecified) | i | -1% | i | -2% | 0% | -1% | i | 0% | i | nt | -1%
CC(C)CN1CCC2(CC1)CCN(S(=O)(=O)c1ccccc1)CC2 | i | -3% | i | 0% | 10% | 2% | i | 0%[9.22 µM] | i | 0.9% | 0%[11.4 µM]
OC1(c2ccc3c(c2)OCO3)CCN(Cc2ccccn2)CC1 | i | -2% | i | -3% | -23% | 1% | i | -1% | i | nt | -1%
CC1CCN(c2nc3c(c(=O)[nH]c(=O)n3C)n2Cc2ccccc2)CC1 | nt | -7% | nt | 0% | nt | -3% | nt | nt | nt | 0.0% | 0%
O=C(O)c1cc(S(=O)(=O)N2CCOCC2)c(Sc2ccccn2)cc1Sc1ccccn1 | nt | 1% | nt | -1% | 16% | -13% | nt | 0% | nt | -0.2% | 2%
Cc1ccc2cc(C#N)c(N3CCCN(S(=O)(=O)c4ccccc4)CC3)nc2c1 | 3.9e-08M* | ? | ? | ? | 40%[activator] | -4% | 4.3e-08M* | -2% | i | -0.1%[57.5 µM] | -1%
CC(C)NC(=O)CSc1nc2ccccc2n1CC(=O)N1CCc2ccccc21 | i | -5% | i | -6% | -14% | 0% | i | 0% | i | nt | -2%
CC1CCN(c2oc(-c3ccccc3Cl)nc2C#N)CC1 | 3.1e-08M* | nt | i | nt | nt | nt | 4.6e-08M* | 4%[20.6 µM] | i | nt | -10%[25.5 µM]
CCc1cc(=O)oc2cc(C)c(CN3CCCCC3)c(O)c12 | ? | nt | ? | nt | nt | nt | i | 2%[20.6 µM] | i | nt | 1%[25.5 µM]
O=C1Nc2ccccc2C1=Nc1cccc2ncccc12 | i | -7%[7.6 µM] | i | 0%[11 µM] | -13%[11.5 µM] | -1%[9.17 µM] | i | 0%[9.22 µM] | i | 1.4%[9.22 µM] | 0%[11.4 µM]
CCC(=O)Nc1ccc2c(c1)C(=O)N(C1CCCCC1)C2=O | 2.4e-07M* | 3% | ? | 0% | 7% | 1% | 2.1e-07M* | -2% | ? | 1.1% | 1%
CCOc1ccc2nc(SCC(=O)NC3CCS(=O)(=O)C3)[nH]c2c1 (stereo unspecified) | i | ? | i | 2% | -7% | 0% | i | 0% | i | 2.6% | -4%
O=C1c2ccccc2N[C@H](c2cc(Cl)cc(Cl)c2O)N1CCc1ccccn1 | ? | 3%[7.6 µM] | i | -5%[11 µM] | -8%[11.5 µM] | 5%[9.17 µM] | ? | 3%[9.22 µM] | i | -0.4%[9.22 µM] | 1%[11.4 µM]
COc1ccc(C(=O)N2CCC3(CCN(CC(C)C)CC3)CC2)cc1 | i | -7% | i | 0% | 31%[activator] | 0% | i | 12%[9.22 µM] | i | -0.6% | 2%[11.4 µM]
CN(C)c1ccc(C2C3C(=O)N(c4ccc(C(=O)O)cc4)C(=O)C3ON2c2ccccc2)cc1 (stereo unspecified) | i | nt | i | nt | nt | nt | i | 10%[20.6 µM] | i | nt | -7%[25.5 µM]
COc1ccc(C(=O)c2ccc(OC)cc2O)c(O)c1 | ? | -24% | i | -3% | -2% | 7% | ? | 4% | i | -2.2%[0.369 µM] | -4%
N#Cc1ccccc1NC1=CC(=O)CCC1 | nt | -2% | nt | -2% | -23% | -3% | nt | 2% | nt | -0.7%[9.22 µM] | 2%
CCOC(=O)CSc1nc2c([nH]c3ccccc32)c(=O)n1C | i | 4% | i | -1% | -4% | -7% | i | -2% | i | -0.6% | 0%
O=C(CSc1nnc(-c2ccc(Cl)s2)o1)N1CCCc2ccccc21 | i | -17% | i | -1% | 0% | 5% | i | 3% | i | -0.7% | -2%
O=C(CCCCn1c(=O)[nH]c2ccccc2c1=O)NC1CCN(Cc2ccccc2)CC1 | nt | 4% | nt | -6%[2.3 µM] | -26% | 0% | nt | nt | nt | -0.1% | -1%
O=c1[nH]cc(CS(=O)(=O)Cc2c[nH]c(=O)[nH]c2=O)c(=O)[nH]1 | i | 2%[7.6 µM] | i | -2%[11 µM] | 0%[11.5 µM] | 5%[9.17 µM] | i | 0%[9.22 µM] | i | -0.7%[9.22 µM] | 2%[11.4 µM]
Cc1ccc(NC(=O)COc2nc(C)cs2)cc1 | i | -7% | i | 1% | 5% | -20% | i | 0% | i | -0.4% | 2%
Cc1ccccc1-n1nc2c(c1NC(=O)c1c(-c3ccccc3Cl)noc1C)CS(=O)(=O)C2 | i | -6% | i | -5% | -2% | -2% | i | 9% | i | 0.2%[0.369 µM] | 3%
CCOC(=O)c1ccc(NS(=O)(=O)c2cc(C)ccc2OC)cc1 | i | ? | i | -2% | 2% | -8% | i | 3% | i | 6.1% | 3%
O=C(c1cnccn1)N1CCC2(CCN(Cc3ccncc3)CC2)CC1 | i | -3% | i | 1% | 19% | -4% | i | 2%[9.22 µM] | i | 6.6% | 3%[11.4 µM]

Four compounds from above, arranged by number of heavy atoms, smallest number first:
SMILES | A350 fluor | CRE Fsk mod | Fluorescein fluor | Hsp90 Hop PPI | ERK AVP inh | UbGFP stabilizer | 4-MU autofl | GFP derepression | TexasRed autofl | HBB splice mod | FLuc inh
N#Cc1ccccc1NC1=CC(=O)CCC1 | nt | -2% | nt | -2% | -23% | -3% | nt | 2% | nt | -0.7%[9.22 µM] | 2%
Cc1ccc(NC(=O)COc2nc(C)cs2)cc1 | i | -7% | i | 1% | 5% | -20% | i | 0% | i | -0.4% | 2%
O=C(CSc1nnc(-c2ccc(Cl)s2)o1)N1CCCc2ccccc21 | i | -17% | i | -1% | 0% | 5% | i | 3% | i | -0.7% | -2%
O=C(c1cnccn1)N1CCC2(CCN(Cc3ccncc3)CC2)CC1 | i | -3% | i | 1% | 19% | -4% | i | 2%[9.22 µM] | i | 6.6% | 3%[11.4 µM]
